S1P3 antagonist – S1P3 receptor antagonists, primary screen, cell-based. Sphingosine 1-phosphate receptor 3 (Homo sapiens), Q99500. CHO S1P3 NFAT-BLA reporter, FRET fluorescence, antagonist mode. inhibition, % at 4.98 µM. hit rate 0.27% among 170,000;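 active = inhibition above the plate cutoff, the mean inhibition of test wells on that plate plus 3 SD, cut at about 28% in these data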;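 note: cells challenged with S1P at its EC80 of 0.8 µM; blue over green emission ratio from cleaved BLA substrate after 4 h stimulation; 0% = S1P-stimulated wells and 100% = unstimulated DMSO-only wells; some compounds past the cut are filed as inactive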
Target sequence (Q99500 whole entry, looked up): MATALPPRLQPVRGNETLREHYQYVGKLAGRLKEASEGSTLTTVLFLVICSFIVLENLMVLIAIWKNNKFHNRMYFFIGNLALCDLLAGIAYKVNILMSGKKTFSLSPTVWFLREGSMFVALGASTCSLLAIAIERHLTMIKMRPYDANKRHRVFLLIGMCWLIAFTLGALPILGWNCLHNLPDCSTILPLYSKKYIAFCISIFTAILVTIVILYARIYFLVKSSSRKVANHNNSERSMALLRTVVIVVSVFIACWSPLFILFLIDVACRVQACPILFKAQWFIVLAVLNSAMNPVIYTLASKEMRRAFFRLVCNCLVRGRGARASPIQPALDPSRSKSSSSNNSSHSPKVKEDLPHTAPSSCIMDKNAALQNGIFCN
HMGR II inh – inhibitors of E. faecalis class II HMGR, primary screen, biochemical, Enterococcus faecalis; purified E. faecalis HMGR, NADPH absorbance 340 nm kinetic; inhibition, % at 10 µM; hit rate 0.41% among 190,000; HMG-CoA reductase (Enterococcus faecalis, mvaE);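 active = inhibition above a set limit, the median over all tested compounds plus 3 SD, cut at about 9.5% in these data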;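 note: enzyme runs in reverse so mevalonate oxidation gives rising NADPH absorbance; 0% = complete reaction with DMSO and 100% = background rate lacking mevalonate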
ROMK mod – ROMK potassium channel modulators, primary screen, cell-based, thallium flux, MLSMR library | ATP-sensitive inward rectifier potassium channel 1 (Homo sapiens), P48048 | Tet-inducible ROMK, thallium flux fluorescence; actives lie on both sides | B-score at 10 µM | hit rate 2% among 130,000 | AID 1918, 2009;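 active = signal ratio slope over the read window, or its plate-corrected B-score, at least 3 SD from the plate mean, either direction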;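 note: B-score of the F/F0 ratio slope over 7 to 12 s after thallium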
Target sequence (P48048 whole entry, looked up): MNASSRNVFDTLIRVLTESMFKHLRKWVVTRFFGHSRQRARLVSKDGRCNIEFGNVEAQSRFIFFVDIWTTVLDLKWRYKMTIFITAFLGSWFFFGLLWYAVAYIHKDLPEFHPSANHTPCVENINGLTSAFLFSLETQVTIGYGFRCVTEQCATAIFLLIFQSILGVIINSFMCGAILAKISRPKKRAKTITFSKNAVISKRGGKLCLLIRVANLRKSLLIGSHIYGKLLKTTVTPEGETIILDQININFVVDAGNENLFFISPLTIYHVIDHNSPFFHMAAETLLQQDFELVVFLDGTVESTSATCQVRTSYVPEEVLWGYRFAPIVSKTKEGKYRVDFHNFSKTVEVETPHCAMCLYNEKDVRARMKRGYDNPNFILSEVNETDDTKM
L major viab – Leishmania major promastigote growth inhibition, primary screen; hit rate 9% among 200,000; Leishmania major promastigotes, resazurin fluorescence viability; inhibition, % at 10 µM; in the data active = inhibition above about 50%;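 note: promastigotes grown with compound for 44 hours at 28 °C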
PPARg SRC-1 ag – PPARgamma agonists recruiting SRC-1 coactivator, primary screen, biochemical. Peroxisome proliferator-activated receptor gamma (Homo sapiens), P37231. PPARgamma-SRC-1 coactivator recruitment biochemical assay. activation, % at 8 µM. hit rate 0.41% among 200,000. AID 631, 2007; in the data active = activation above about 19%;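 note: 0% = DMSO and 100% = reference agonist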
bIAP inh – bovine intestinal alkaline phosphatase inhibitors, primary screen, selectivity assay for TNAP inhibitor project, biochemical, bovine IAP, CDP-star luminescence; AID 1019, 2008; inhibition, % at 20 µM; purified bovine IAP, 30 min; 190,000 tested, under 10 active;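 active = over 50% inhibition of intestinal alkaline phosphatase at 20 µM in the single-dose screen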
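Incubation: 30 min reaction at room temperature / Material: purified bovine intestinal alkaline phosphatase (IAP) enzyme / Input: enzyme at 1/65,000,000 dilution / Dosing: 20 µM single dose / Signal: CDP-star luminescence signal / Reagent: CDP-star chemiluminescent phosphatase substrate, 30 µM final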
TR-FRET SRC-2 ct – TR-FRET signal artefacts, primary screen, artefact control for PPARgamma SRC-2 agonist project, biochemical. TR-FRET artefact counter-screen; active compounds read high. TR-FRET ratio at 8 µM. hit rate 0.4% among 200,000. AID 1049, 2008; in the data active = TR-FRET ratio above about 2000; note: inactives centre near 1500
PPARg SRC3 recr – PPARgamma agonists recruiting SRC-3 coactivator, primary screen, biochemical; Peroxisome proliferator-activated receptor gamma (Homo sapiens), P37231; biochemical PPARgamma/SRC-3 coactivator recruitment assay; activation, % at 8 µM; hit rate 0.26% among 200,000; in the data active = activation above about 23%;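 note: 0% = DMSO and 100% = reference agonist; some compounds past the cut are filed as inactive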
RAM inhibit – inhibitors of the yeast RAM network, primary screen, dse1pr::URA3 reporter, 5-FOA selection; S. cerevisiae dse1pr::URA3 reporter, 5-FOA growth OD615, 2 d; analog-sensitive cbk1-as2 kinase mutant strain; hit rate 1.8% among 190,000; inhibition, % at 50 µM;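 active = inhibition above a set limit, 3 SD over mean compound inhibition, cut at about 8.4% in these data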;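 note: 0% = DMSO-only wells with no growth and 100% = 10 µM 1-NA-PP1 full growth; inhibition rescues growth on 5-FOA so higher OD means more RAM inhibition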
Redox H2O2 prof – compounds producing H2O2 with reducing agent – biochemical, NIH compound library profiling, artefact control for MLSCN library redox annotation, primary screen; DTT-dependent redox cycling H2O2, phenol red/HRP absorbance; 100% = 100 µM peroxide control, 0% = buffer; activation, % at 10 µM; hit rate 0.03% among 200,000;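 active = activation of at least 50% relative to the plate's high and low controls in the primary single-dose screen; inactive = activation below 50%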;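 note: compound incubated with DTT at 0.8 mM final as the reducing agent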
PPARg SRC2 recr – agonists of PPARg-SRC-2 recruitment, primary screen, biochemical, HTS; PPARgamma LBD-SRC-2 recruitment; activation, % at 8 µM; hit rate 0.34% among 200,000; in the data active = activation above about 22%;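 note: 0% = vehicle and 100% = reference agonist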
Active calls of the source: *; . = no result given.

SMILES | S1P3 antagonist | HMGR II inh | ROMK mod | L major viab | PPARg SRC-1 ag | bIAP inh | TR-FRET SRC-2 ct | PPARg SRC3 recr | RAM inhibit | Redox H2O2 prof | PPARg SRC2 recr
CCOc1cc(/C=N/NC(=O)c2cc(C3CC3)[nH]n2)ccc1O | -2 | -2 | . | 9 | 2 | -29 | 1638 | 1 | 0.8 | 0.1 | -4
CC(NC(=O)CCc1nnc(Cc2cccc(C(F)(F)F)c2)o1)C1CC1 (stereo not drawn) | 3 | -5 | 1.3 | -9 | 6 | 4 | 1387 | 2 | 1.9 | -0.3 | 10
COC(=O)C(NC(C)=O)(Nc1nc(C)cs1)C(F)(F)F (stereo not drawn) | . | 0 | 0.4 | -1 | 7 | 10 | 1515 | -2 | 0.9 | 0.3 | 2
Cc1ccccc1OCC(O)CN1CCN(CC(O)COc2ccccc2C)CC1 (stereo not drawn) | -22 | -4 | -0.19 | 63* | -8 | -10 | 1651 | 5 | 2.0 | -1.3 | 11
CCN1C(=O)C2(C(C#N)=C(N)Oc3c2c(C)nn3-c2ccccc2)c2ccccc21 (stereo not drawn) | 19 | -2 | . | 86* | 5 | 9 | 1713 | 16 | 1.6 | 2.2 | 13
Cc1ccc(C)c(S(=O)(=O)N2CCN(CC(=O)Nc3sccc3C#N)CC2)c1 | 5 | -11 | . | 22 | 5 | 12 | 1734 | 8 | 2.0 | -0.2 | 2
CC1CCN(C(=O)c2ccccc2NC(=O)c2cccc(S(=O)(=O)N3CCOCC3)c2)CC1 | 2 | -3 | . | -2 | 11 | -14 | 1518 | 3 | 2.6 | -3.2 | 8
COc1cc(CN2CCN(c3ccc(C)cc3)CC2)cc([N+](=O)[O-])c1O | . | 3 | . | 86* | 1 | 24 | 1826 | 9 | -0.1 | -4.4 | 5
C[C@H]1C=C(C(=O)NCc2ccccc2)O[C@@H](OCc2ccc(CO)cc2)C1 | -21 | 1 | . | 0 | 5 | 7 | 1533 | 2 | -0.5 | -0.9 | 4
COc1ccc(OCC(=O)N2CCN(C(=O)c3cccs3)CC2)cc1 | -6 | 1 | . | -9 | 1 | 4 | 1454 | -9 | 2.5 | 2.7 | 5
N#Cc1ccc(Cn2c(=O)c(C#N)c3n(c2=O)CCC3)cc1 | 15 | -2 | -0.059 | -1 | -3 | 3 | 1666 | 1 | -0.1 | 1.9 | 2
COc1cccc(OC)c1NC(=O)c1nc2c(nnn2Cc2ccccc2Cl)c(=O)[nH]1 | -20 | -3 | 0.0048 | 2 | 13 | -51 | 1472 | -2 | 0.0 | -1.8 | 9
COC(=O)c1ccc(Cn2cnc3c(cnn3-c3ccc(F)cc3)c2=O)o1 | -15 | -6 | . | 0 | -3 | 8 | 1578 | 6 | 2.4 | -1.0 | 4
CCC(C)c1ccc(OCCn2ccnc2)cc1 (stereo not drawn) | 5 | -4 | -0.053 | 60* | 12 | 9 | 1558 | 9 | 2.3 | -1.0 | 2
O=C(O)CCC(=O)N1CCc2cc(S(=O)(=O)N3CCCCC3)ccc21 | -9 | 6 | . | 0 | 2 | 4 | 1847 | 11 | 0.9 | 1.7 | -1
CCOc1cc(C(C#N)N2CCCCC2)ccc1OC (stereo not drawn) | . | -8 | . | -7 | 4 | 13 | 1295 | 8 | 0.7 | 1.7 | -8
NNc1nc2c(Cl)ccc(Cl)c2s1 | -1 | 19* | . | 98* | 7 | -5 | 1609 | 3 | 3.8 | 0.3 | 7
O=C(NCCN1CCN(Cc2ccc([N+](=O)[O-])cc2)CC1)C(=O)Nc1ccccc1 | . | -1 | . | -2 | -7 | 19 | 1254 | 4 | 0.6 | -0.6 | -6
Cc1c(C(=O)OC(C)C)[nH]c2c1C(=O)CC(C)(C)C2 | -27 | 1 | . | 0 | 5 | 4 | 1569 | -2 | -1.1 | 0.6 | 3
COc1ccc(CCNC(=O)CSc2nnc(-c3ccccc3)c3ccccc23)cc1OC | 4 | -13 | . | 10 | 3 | -32 | 1684 | 8 | 0.5 | 0.2 | 11
O=C(Cn1nnc(-c2ccc(CN3CCOCC3)cc2)n1)NC1CCCCC1 | -17 | 2 | . | 23 | 0 | 9 | 1647 | 5 | 0.1 | 2.4 | 10
CC1CCCN(C(=S)NCc2ccccc2)C1 (stereo not drawn) | -9 | 6 | -0.3 | -3 | 0 | 7 | 1533 | -2 | 0.0 | -0.3 | 5
COc1ccc(CCNC(=O)CN(C2CCCCC2)S(C)(=O)=O)cc1 | 0 | 3 | . | -5 | 2 | 6 | 1489 | 0 | -0.5 | 0.5 | 6
CCCOc1ccc(C(=O)N2CCCC2)cc1OC | 5 | -3 | 0.47 | 0 | 6 | 2 | 1771 | -2 | 2.0 | 0.5 | 6
O=C(Nc1ccc(F)cc1)c1ccc(S(=O)(=O)NCC2CCCO2)cc1 (stereo not drawn) | -25 | 1 | -0.9 | -3 | -3 | 6 | 1425 | -8 | 1.4 | 0.0 | -9
O=c1c2ccccc2[nH]c(=S)n1CCc1ccccc1 | 5 | -2 | 1.2 | -8 | 2 | -5 | 1562 | -6 | 4.6 | -0.1 | -3
O=C(N/N=C/c1c(O)ccc2ccccc12)c1[nH]ncc1Br | 8 | -5 | . | 100* | 12 | 11 | 1685 | 2 | 2.9 | -0.8 | 9
CCc1ccc(NC(=O)CS(=O)CC(=O)Nc2ccc(F)cc2F)cc1 (stereo not drawn) | -28 | -2 | 0.6 | 1 | 7 | 5 | 1478 | -4 | 0.1 | 2.0 | -7
O=C(CSc1nnnn1-c1cccnc1)Nc1ccc(OCc2ccccc2)cc1 | . | 0 | 0.67 | 17 | 4 | 14 | 1592 | -2 | 3.8 | 2.2 | 11
O=C(NNC(=O)c1cnccn1)c1cccc([N+](=O)[O-])c1 | . | 6 | -0.64 | 41 | -7 | 1 | 1594 | 10 | 0.5 | 0.4 | 5
COc1ccc(-n2c(=S)[nH]c3cc(C(=O)Nc4ccc(OC)c(OC)c4)ccc3c2=O)cc1 | 4 | -5 | 0.69 | -7 | 0 | 16 | 1419 | 4 | 1.4 | -0.2 | 2
COc1ccc(-c2[nH]nc3c2C2(C(=O)N(CC(=O)O)c4ccccc42)C(C#N)=C(N)O3)cc1OC (stereo not drawn) | -16 | -1 | -0.0077 | -5 | 5 | -6 | 1585 | 4 | 1.3 | -0.5 | 5
COc1ccc(N(C)S(=O)(=O)c2c(C)[nH]c(=O)[nH]c2=O)c(OC)c1 | 10 | -1 | -0.94 | -4 | -4 | 10 | 1390 | -5 | -0.5 | 2.3 | 0
O=C(c1cc(-c2ccc(Cl)cc2)n(-c2ccc(Cl)cc2)n1)N1CCOCC1 | . | 5 | . | 21 | -6 | 0 | 1667 | -8 | -0.4 | 0.9 | -1
CCC(C)c1ccc(NC(=O)C2CC2)cc1 (stereo not drawn) | 14 | -3 | . | -4 | 8 | 15 | 1718 | -4 | -0.3 | 4.2 | 9
Nc1nnc(SCC(=O)NCCOc2ccccc2)s1 | . | 0 | . | -3 | -4 | -18 | 1436 | -11 | -1.0 | 1.3 | -4
Brc1ccc(-c2nn3c(Cc4ccccc4)nnc3s2)o1 | 5 | -1 | . | 0 | 15 | 16 | 1659 | 9 | 3.4 | 2.5 | 12
CCOc1ccc(C2=Nc3ccc(Br)cc3C(c3ccc(N4CCOCC4)cc3)=NN2)cc1 | -9 | 1 | . | 22 | -4 | 9 | 1774 | 3 | 10* | 1.1 | 2
CCCNC(=O)Cn1cnc2sc(C(=O)N3CCCC(C(=O)OCC)C3)c(C)c2c1=O (stereo not drawn) | 15 | -2 | -0.13 | -4 | -6 | 0 | 1456 | 21 | 0.1 | -0.1 | 5
Cc1ccc(S(=O)(=O)NCC2COc3ccccc3O2)cc1 (stereo not drawn) | 8 | -5 | 0.011 | 12 | 1 | 3 | 1505 | 0 | 2.0 | -0.1 | -12
Cc1cc(-c2ccccc2)nc2cc(C(=O)N(Cc3ccccc3)Cc3ccccc3)nn12 | . | 7 | . | 53* | 2 | 11 | 1343 | 7 | 3.3 | 1.1 | 7

Five entries picked at random from the list so far:
SMILES | S1P3 antagonist | HMGR II inh | ROMK mod | L major viab | PPARg SRC-1 ag | bIAP inh | TR-FRET SRC-2 ct | PPARg SRC3 recr | RAM inhibit | Redox H2O2 prof | PPARg SRC2 recr
COc1cccc(OC)c1NC(=O)c1nc2c(nnn2Cc2ccccc2Cl)c(=O)[nH]1 | -20 | -3 | 0.0048 | 2 | 13 | -51 | 1472 | -2 | 0.0 | -1.8 | 9
CCOc1ccc(C2=Nc3ccc(Br)cc3C(c3ccc(N4CCOCC4)cc3)=NN2)cc1 | -9 | 1 | . | 22 | -4 | 9 | 1774 | 3 | 10* | 1.1 | 2
COc1ccc(OCC(=O)N2CCN(C(=O)c3cccs3)CC2)cc1 | -6 | 1 | . | -9 | 1 | 4 | 1454 | -9 | 2.5 | 2.7 | 5
COc1ccc(CCNC(=O)CSc2nnc(-c3ccccc3)c3ccccc23)cc1OC | 4 | -13 | . | 10 | 3 | -32 | 1684 | 8 | 0.5 | 0.2 | 11
O=C(O)CCC(=O)N1CCc2cc(S(=O)(=O)N3CCCCC3)ccc21 | -9 | 6 | . | 0 | 2 | 4 | 1847 | 11 | 0.9 | 1.7 | -1

Bioassay records: PubChem, several laboratories

Compounds were not picked by outcome (roughly 13% active in at least one column).
